# FBW7 act: FBW7 E3 ligase activators, primary screen, biochemical, AlphaScreen, human | AlphaScreen FBW7–phospho-cyclin E peptide binding, activator screen | 650,000 compounds, 0.13% hits | normalized activity (activation), % at 26.1 µM | F-box/WD repeat-containing protein 7 (Homo sapiens), Q969H0; in the data active = normalized activity above about 1.9%;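 also: purified mutant Fbw7 with reduced substrate affinity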
# Target sequence (Q969H0 whole entry, looked up): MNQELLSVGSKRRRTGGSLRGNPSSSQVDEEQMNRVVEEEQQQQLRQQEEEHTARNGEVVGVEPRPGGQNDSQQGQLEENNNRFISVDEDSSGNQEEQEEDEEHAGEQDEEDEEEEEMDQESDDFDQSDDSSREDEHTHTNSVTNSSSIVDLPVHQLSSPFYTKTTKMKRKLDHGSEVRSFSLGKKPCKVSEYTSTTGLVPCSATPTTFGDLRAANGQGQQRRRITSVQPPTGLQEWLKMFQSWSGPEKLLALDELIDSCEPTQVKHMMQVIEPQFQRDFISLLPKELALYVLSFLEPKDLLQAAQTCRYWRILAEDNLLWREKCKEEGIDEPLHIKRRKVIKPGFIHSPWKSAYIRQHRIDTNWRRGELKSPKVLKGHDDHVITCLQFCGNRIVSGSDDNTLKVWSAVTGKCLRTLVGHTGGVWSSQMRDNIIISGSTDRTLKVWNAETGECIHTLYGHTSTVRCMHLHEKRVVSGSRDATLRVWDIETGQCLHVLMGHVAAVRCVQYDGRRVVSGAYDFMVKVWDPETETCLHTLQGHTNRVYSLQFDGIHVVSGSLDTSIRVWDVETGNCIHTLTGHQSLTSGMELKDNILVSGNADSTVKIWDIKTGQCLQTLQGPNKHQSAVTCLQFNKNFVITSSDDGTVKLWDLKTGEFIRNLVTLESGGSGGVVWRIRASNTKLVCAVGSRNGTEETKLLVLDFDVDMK
# TEAD-YAP block: TEAD-YAP interaction inhibition, primary screen, TEAD-YAP interaction inhibitor project, luminescence, HEK-TIYL cells; TEAD-Gal4/YAP UAS-luciferase luminescence; AID 1259422, 2018; inhibition, % at 9.12 µM; 640,000 compounds, 1.4% hits; in the data active = inhibition above about 32%;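 also: 0% = median of test compound wells and 100% = reference inhibitor wells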
# GPR151 ag: activators of human GPR151, primary screen, cell-based, PathHunter beta-arrestin, luminescence; PathHunter beta-arrestin GPR151 cells; activation, % at 11.2 µM; 650,000 compounds, 1% hits; AID 1508602, 2020; in the data active = activation above about 4.9%;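 also: 0% = median of compound wells and 100% = cells with positive control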
# MITF inh: MITF inhibitors, primary screen, biochemical, AlphaScreen, human; inhibition, % at 2.6 µM; AlphaScreen MITF homodimerization, bead proximity signal; 650,000 compounds, 0.91% hits; in the data active = inhibition above about 50%;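 also: 0% = vehicle wells with protein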
# * hit, by the source's call.
SMILES,FBW7 act,TEAD-YAP block,GPR151 ag,MITF inh
CN(CCc1ccccn1)C(=O)CC1(c2ccccc2)CC(=O)N(Cc2cccs2)C1=O (stereo not given),0.1,-10.8,1.5,16.3
C=CCNc1oc(-c2ccccc2C)nc1C#N,0.0,-10.4,-0.6,-24.0
CCn1ncc([N+](=O)[O-])c1C(=O)NCc1cccc(F)c1,-0.1,4.0,-0.9,9.3
CN1CCN(c2nc3c(c(=O)n(C)c(=O)n3C)n2CC(=O)C23CC4CC(CC(C4)C2)C3)CC1,-0.2,4.0,0.5,5.3
CSc1cccc(NC(=O)C2C3C=CC4(O3)C2C(=O)N(CCc2ccc(Cl)cc2)C4C(=O)NC2CCCCC2)c1 (stereo not given),0.0,-3.0,0.2,1.4
COc1ccc(C(C)=O)cc1COc1ccc(-n2cnnn2)cc1,0.0,-2.9,1.4,-9.0
CC(NC(=O)c1cc2nc(-c3ccco3)cc(C(F)(F)F)n2n1)C1CC2CCC1C2 (stereo not given),0.0,3.0,-1.0,-9.4
O=C(COc1ccc(Cl)cc1Br)N/N=C/c1ccc(O)c([N+](=O)[O-])c1,-0.1,1.8,1.4,0.0
COc1ccc(C2CC(=O)C3=C(C2)NC(=O)CC3c2ccc(O)c(OC)c2)cc1 (stereo not given),-0.1,-10.1,-0.5,-3.1
COc1ccccc1N1CCN(C(=O)c2cc([N+](=O)[O-])ccc2Cl)CC1,-0.1,-0.5,-0.1,13.6
COc1ccc(CNC(=O)CCSCc2cccc(F)c2)cc1,0.0,8.6,2.5,-4.0
CCOc1ccccc1NC(=O)C1=C(C)NC(=O)NC1c1c(Cl)cccc1Cl (stereo not given),0.1,8.9,0.4,-3.3
O=C(Nc1ccccc1)O/N=C/c1c(F)cccc1Cl,-0.1,-3.0,-0.1,-0.4
C/C(CC(=O)Nc1ccc(Cl)c(Cl)c1)=N\NC(=O)c1cc2ccccc2cc1O,0.5,-4.5,-1.6,9.8
CC(C)c1ccc(C2Nc3ccccc3C(=O)N2c2ccc(Cl)cc2)cc1 (stereo not given),0.1,-38.2,-1.9,-6.6
O=C(CC1C(=O)NCCN1Cc1cccc(C(F)(F)F)c1)NC1CCCCCC1 (stereo not given),0.2,-11.2,-0.2,-2.1
N#Cc1ccc(-c2ccccc2)nc1SCc1ccccc1Cl,0.1,0.4,1.8,10.0
CCn1cc([C@@H]2C[C@H]3CN(Cc4cccc(Cl)c4)C(=O)[C@]34CCCN24)c(C)n1,-0.1,4.7,0.2,9.1
O=C1N=c2ccc(Br)cc2=C1c1[nH]c(=S)[nH]c1O,0.0,-4.0,-0.8,-2.1
COc1ccc(N2CCN(C3CC(=O)N(c4ccc(F)cc4)C3=O)CC2)cc1 (stereo not given),0.1,-3.7,-1.7,14.4
FC(F)(F)c1ccc(Nc2nc(NC3CCN(Cc4ccccc4)CC3)c3ncn(-c4ccsc4)c3n2)cc1,0.2,4.9,-0.5,16.7
CN(C)CC(O)COc1ccc(C(C)(C)C)cc1 (stereo not given),0.1,1.2,-0.5,13.5
O=C(/C=C/c1ccccc1Cl)NCCN1CCOCC1,0.0,-5.4,-1.4,34.7
O=C(N/N=C/c1ccc(O)c(O)c1)c1cccc(S(=O)(=O)N2CCCCC2)c1,-0.4,0.3,2.7,-17.7

# Copied from the list.
# `O=C(CC1C(=O)NCCN1Cc1cccc(C(F)(F)F)c1)NC1CCCCCC1` (stereo not given) in GPR151 ag: -0.2
# `O=C(N/N=C/c1ccc(O)c(O)c1)c1cccc(S(=O)(=O)N2CCCCC2)c1` in MITF inh: -17.7
# `CN(C)CC(O)COc1ccc(C(C)(C)C)cc1` (stereo not given) in MITF inh: 13.5
# `O=C1N=c2ccc(Br)cc2=C1c1[nH]c(=S)[nH]c1O` in GPR151 ag: -0.8
# `COc1ccc(N2CCN(C3CC(=O)N(c4ccc(F)cc4)C3=O)CC2)cc1` (stereo not given) in MITF inh: 14.4
# `CC(C)c1ccc(C2Nc3ccccc3C(=O)N2c2ccc(Cl)cc2)cc1` (stereo not given) in FBW7 act: 0.1

# Going on with the list:
SMILES,FBW7 act,TEAD-YAP block,GPR151 ag,MITF inh
CCCC(c1nnnn1Cc1cccs1)N1CCN(c2nc3ccccc3s2)CC1 (stereo not given),-0.1,-1.7,1.2,7.5
OCCC1CN(C2CCN(c3ccccc3)CC2)CCN1Cc1ccccc1F (stereo not given),0.1,-3.8,0.0,9.9
CCOc1cc2c(cc1OCC)C(CC(=O)O)NCC2 (stereo not given),0.0,0.1,3.7,-3.4
O=C(CSc1nnnn1-c1ccc(F)cc1)Nc1ccc2c(c1)OCO2,-0.1,-2.7,-0.3,14.5
CS(=O)(=O)N(Cc1ccccc1)c1ccccc1C(=O)NCCSc1ccccc1,0.0,-2.5,-1.2,-1.1
COC(=O)N1CCC(C(=O)NC(c2ccc(F)cc2)c2ccccn2)CC1 (stereo not given),0.3,4.7,1.1,19.6
Cc1nc(C(F)(F)F)c(C(=O)Nc2ccc(Cl)cc2)s1,-0.1,1.5,-0.1,5.8
CCNC(=S)Nc1cccc(F)c1C,-0.3,6.0,0.4,4.2
CCOC(=O)c1c(NC(=O)c2c(C)c(-c3ccc(Cl)cc3Cl)nc3ccccc23)sc(C)c1C,0.5,3.7,-0.6,4.6
CCC1(C(=O)OC)NC(c2ccco2)C2C(=O)N(c3ccccc3)C(=O)C21 (stereo not given),0.1,3.1,1.8,4.3
c1ccc(-c2nc(-c3cccnc3)cc(N3CCC4(CC3)OCCO4)n2)cc1,-0.1,6.8,3.5,3.0
COc1ccc(C(=O)N2CCN(CCNC(=O)C(=O)Nc3ccccc3)CC2)cc1OC,0.2,6.2,-1.4,12.9

# Structures listed so far that have a cyano group, in the order listed:
SMILES,FBW7 act,TEAD-YAP block,GPR151 ag,MITF inh
C=CCNc1oc(-c2ccccc2C)nc1C#N,0.0,-10.4,-0.6,-24.0
N#Cc1ccc(-c2ccccc2)nc1SCc1ccccc1Cl,0.1,0.4,1.8,10.0

# Returning to the listing with the 2 entries that preceded the break.
SMILES,FBW7 act,TEAD-YAP block,GPR151 ag,MITF inh
c1ccc(-c2nc(-c3cccnc3)cc(N3CCC4(CC3)OCCO4)n2)cc1,-0.1,6.8,3.5,3.0
COc1ccc(C(=O)N2CCN(CCNC(=O)C(=O)Nc3ccccc3)CC2)cc1OC,0.2,6.2,-1.4,12.9
COc1ccc(Cl)cc1NC(=O)/C(=C/c1ccc([N+](=O)[O-])cc1)NC(=O)c1ccc(C(C)(C)C)cc1,0.4,11.3,3.3,10.0
CCCCN(C)S(=O)(=O)c1ccc(C(=O)Nc2sc3c(c2C(N)=O)CCN(C(C)=O)C3)cc1,-0.1,19.9,1.4,0.7
CCN(CC)S(=O)(=O)c1ccc(-c2nnc(SC(C)C)o2)cc1,0.0,-1.7,0.1,-4.6
C/C(=N\N=C1\NC(=O)C(CC(=O)Nc2ccc(C)c(Cl)c2)S1)c1ccco1 (stereo not given),-0.2,4.9,-1.2,10.6
CCS(=O)(=O)N1CCC(n2c(C3CCC3)nc3cccnc32)CC1,-0.1,0.6,0.0,2.3
O=C1NC(=Nc2ccccc2)SC1Cc1ccccc1[N+](=O)[O-] (stereo not given),0.2,16.9,0.9,2.2
Cc1ccc2ccc(C(Nc3ccccn3)c3ccccn3)c(O)c2n1 (stereo not given),-0.2,39.0*,-0.3,6.3
Cc1ccccc1Cc1c(C)nc2c(C(=O)NCCc3ccc(Cl)cc3)cnn2c1C,0.1,-5.7,1.3,-0.5
Cc1cc(NCCN2CCOCC2)nc(-c2cccc(N)c2)n1,0.2,2.4,1.3,8.4
CC1(C)CC2CC(C)(CN2C(=O)c2cc(-c3ccc(O)cc3)on2)C1 (stereo not given),0.0,8.8,0.5,-0.3
CC(=O)c1c(C)oc2c1c1c(c3ccccc32)OCN(CCCN2CCOCC2)C1,-0.3,-6.7,0.6,1.6
COc1cc(O)cc(O)c1C(C)=O,0.3,3.0,0.0,10.0
Cc1cccc(NC(=O)C(=O)NNC(=O)COc2ccc(Cl)cc2)c1,-0.1,-2.2,-0.7,-1.4
CCCNc1nc(Cl)nc(Nc2ccc(Cl)cc2)n1,0.5,-30.4,1.0,2.6
COc1ccc2cc(-c3[nH]ncc3CN(C)CC3CCOCC3)ccc2c1,0.0,-12.9,0.2,-2.6
Cc1ccccc1CN1CCc2nnc(CNC(=O)c3ccncc3)n2CC1,-0.1,-4.8,0.4,-0.8
COc1ccccc1/C=C/CN1CCN(Cc2ccccc2)C(CCO)C1 (stereo not given),-0.1,-3.0,-0.3,-3.2
CCc1nnc(NC(=O)CSc2nc3c(cc2C#N)CCC3)s1,0.0,-73.7,-0.6,1.5
CC(NS(=O)(=O)c1ccc(Br)cc1)C1C2CC3CC(C2)CC1C3 (stereo not given),0.1,5.4,-0.5,-8.0
COc1ccc(C(=O)NNC(=O)C(=O)Nc2ccc(C)cc2)cc1,0.6,6.4,0.6,11.5
Cc1ccc(-n2nnnc2SCCNS(=O)(=O)c2ccccc2)c(C)c1,0.4,14.2,0.0,12.9
CCN(CC)S(=O)(=O)c1cc(C(=O)O)ccc1Cl,-0.1,-12.5,0.7,-9.9
O=c1nc2n(c3ccccc13)CC(O)=C2c1nc2ccccc2[nH]1,-0.1,5.5,1.4,4.4
COc1cccc(NC(=O)CCC2CCN(C(=O)CSC)CC2)c1,-0.2,-1.1,-2.1,1.4
c1ccc(-c2nc3nnnn3c3ccccc23)cc1,0.1,-3.1,3.1,14.5
O=C(Cc1ccc(Cl)cc1)N/N=C/Cc1ccccc1,-0.2,-0.7,0.8,-9.8
O=C1C2C(c3ccccc3)OC3(C(=O)c4ccccc4C3=O)C2C(=O)N1c1ccccc1 (stereo not given),0.0,-1.2,0.3,-5.1
CCCOc1ccc(N2C(=O)CC(N(CCc3ccc(OC)cc3)C(=O)/C=C/C(=O)O)C2=O)cc1 (stereo not given),0.1,-1.0,0.2,6.5
Cc1onc(-c2ccccc2)c1C(=O)NN,0.5,8.7,-1.0,7.3
O=C1/C(=C/c2ccc(-c3ccc(Br)cc3)o2)C=C(c2ccccc2)N1c1ccccc1O,-0.1,-5.9,2.4,-2.0
COc1ccc(N/N=C2\CCCCC2=O)cc1,0.1,-2.2,-0.9,0.8
O=C(CC1(O)C(=O)N(CCc2ccccc2)c2ccccc21)c1cccc(Br)c1 (stereo not given),0.7,-2.8,0.3,16.1
Cc1cc(OCC(=O)NCc2ccco2)cc(C)c1Cl,-0.1,-0.7,-0.6,5.1
COc1ccc2nc(N3CCC(NCC(C)(C)CO)CC3)nc(C)c2c1,-0.1,13.0,0.1,-2.7
COc1ccc([N+](=O)[O-])cc1N=Cc1cccc([N+](=O)[O-])c1,0.0,-3.3,-1.3,3.7
COc1cc(-c2nnc3sc(COc4ccccc4)nn23)cc(OC)c1OC,1.0,-13.2,-0.6,21.9
O=C(CCNS(=O)(=O)c1ccc2[nH]c(=O)ccc2c1)Nc1ccc(Cl)cc1,0.2,0.7,0.6,1.3
O=C(CSc1nnc(-c2cnccn2)n1-c1ccccc1)Nc1ccc2c(c1)OCO2,0.1,0.3,-0.4,3.2
O=C(NC1CCN(Cc2ccccc2)CC1)c1ccc2nc(-c3ccc(N4CCOCC4)nc3)sc2c1,0.0,-22.1,1.9,-7.8
CCOc1ccc(-c2cc(C(=O)NN)c3ccccc3n2)cc1,0.2,8.2,1.2,12.4
Fc1ccc(CN2C3=NCCCN3c3ccccc32)cc1,-0.1,5.7,-0.3,-25.3
Cc1cc(-n2cccn2)ccc1CN1CCN(C2CCCC2)C(CCO)C1 (stereo not given),-0.2,-3.0,0.0,5.9
CCC(=O)Nc1cnc(NC(=O)c2ccccc2Cl)cc1C,0.0,-39.5,-4.4,4.5
Cc1ccc(OCCc2csc(N)n2)cc1,-0.1,-14.0,-2.0,2.5
O=C(CCCn1c2ccccc2c2cn[nH]c(=O)c21)NCCN1CCOCC1,-0.1,-0.7,0.4,2.9
COc1ccccc1CC(=O)Nc1ccc(-c2noc(Cc3ccc([N+](=O)[O-])cc3)n2)cc1,-0.2,5.9,2.0,-13.1
COc1ccc(CN2COc3ccc(OC)cc3C2)cc1,0.8,-1.8,2.0,-0.8
Cc1ccc(Cn2nnnc2CN2CCC(O)(c3ccc(F)cc3)CC2)cc1,0.2,1.1,-0.3,8.8
Cc1ncc2c(c1O)COC(C)OC2 (stereo not given),-0.1,-2.4,-0.2,-10.3
O=[N+]([O-])c1ccc(N2CCN(S(=O)(=O)c3ccccc3)CC2)cc1NCc1ccco1,-0.1,-1.9,1.1,-0.6
C=CCNC(=O)C1CCCN(S(=O)(=O)c2ccc(C)cc2)C1 (stereo not given),-0.2,-4.5,0.1,-0.9
CCN1CCN(C(c2cccs2)C(C)NC(=O)c2cccc(Cl)c2)CC1 (stereo not given),0.0,-3.1,3.7,-0.4
O=C(CSc1nc(-c2cccc([N+](=O)[O-])c2)cs1)NCC1CCCO1 (stereo not given),-0.2,-5.1,-2.0,-1.4
COc1cccc(OCC(=O)Nc2ccc(Br)cc2C(=O)O)c1,0.6,-5.9,-1.0,-0.4
Cc1[nH]c2ccccc2c1C(=O)COC(=O)[C@@H](NC(=O)c1ccccc1F)C(C)C,0.1,4.0,0.5,2.0
